Screening results from PubChem BioAssay.
NIH3T3 tox – NIH 3T3 cell cytotoxicity; NIH 3T3 viability, CellTiter-Glo ATP luminescence, 48-72 h; hit rate 4.3% among 94,000; Potency, µM (series often up to 96.7 µM), inactives show top-dose activity change, negative = cytotoxicity, hits mostly inhibitors; also: potency is read from the fitted curve at half-maximal effect; nearly all actives have a fitted effect of over 55% in size
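Mouse fibroblast NIH 3T3 cells, 400 per well, received compound via pintool and were incubated for 48 or 72 hr prior to CellTiter-Glo ATP luminescence measurement.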
SNCA expr inhib – reduces expression of the alpha-synuclein gene | Potency, µM (series often up to 57.2 µM), inactives show at the highest dose activity change, negative = inhibition, hits mostly inhibitors | hit rate 0.17% among 140,000 | HEK-293 SNCA-luciferase knock-in, luminescence, 24 h;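 also: potency is read from the fitted curve at half-maximal effect; plate controls were DMSO cells for no effect and cell-free wells for full effect; nearly all actives have a fitted effect of over 45% in size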
IP6K1 inhibitor – blocks human inositol hexakisphosphate kinase 1 | Q92551 | IP6K1 kinase, ADP-Glo luminescence, 2 h; stronger effect = lower value | activity change, % (series mostly up to about 58 µM) | hit rate 0.81% among 140,000 | AID 1645851; in the data active = activity change below about -25%
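ADP-Glo luminescence measures ADP made by human IP6K1 during a 2 h RT reaction with ATP/IP6 (mix at 1.3 mM/130 uM); top library doses 57.5 and 19.1 uM final.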
GPT2 inh – GPT2 alanine aminotransferase inhibition. Q8TD30. Recombinant GPT2, coupled pyruvate oxidase/HRP Amplex Red fluorescence. Potency, µM (top dose mostly 57.7 µM), inactives show at the top dose activity change, negative = inhibition, actives largely listed as inhibitors. hit rate 0.25% among 100,000. AID 1671188; also: potency is read from the fitted curve at half-maximal effect; nearly all actives have a fitted effect of over 60% in size; many of its hits are not listed in these tables
Target sequence (Q8TD30 whole entry, looked up): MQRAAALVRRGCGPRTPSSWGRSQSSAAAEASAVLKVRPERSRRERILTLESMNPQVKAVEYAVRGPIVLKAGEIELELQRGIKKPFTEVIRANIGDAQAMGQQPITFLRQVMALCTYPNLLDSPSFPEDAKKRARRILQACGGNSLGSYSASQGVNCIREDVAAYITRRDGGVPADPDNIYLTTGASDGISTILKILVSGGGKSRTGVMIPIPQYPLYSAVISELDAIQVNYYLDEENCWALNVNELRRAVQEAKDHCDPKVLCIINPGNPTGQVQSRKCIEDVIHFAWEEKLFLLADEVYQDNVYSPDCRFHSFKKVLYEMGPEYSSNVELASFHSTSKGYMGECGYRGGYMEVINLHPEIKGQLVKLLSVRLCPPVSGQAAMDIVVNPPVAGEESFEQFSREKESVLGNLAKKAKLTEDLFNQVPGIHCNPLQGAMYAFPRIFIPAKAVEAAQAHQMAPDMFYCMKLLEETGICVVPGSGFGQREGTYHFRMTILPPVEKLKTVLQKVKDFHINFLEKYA
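Inhibition is scored from Amplex Red fluorescence generated when pyruvate oxidase and HRP act on pyruvate released by GPT2. Reactions contain 10ng/uL enzyme, 250uM a-KG and 2mM L-alanine and run 30 min at room temperature.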
HEK293 viab – counter-screen for SNCA expression inhibitors: cell viability | HEK-293-SNCA-luc viability, GF-AFC fluorescence, 24 h | hit rate 0.12% among 150,000 | Potency, µM (top dose mostly 57.1 µM), without a hit: at the top dose activity change, negative = cytotoxicity, most hits filed as cytotoxic | AID 1671193;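 also: potency is read from the fitted curve at half-maximal effect; 0% = DMSO-treated cells and -100% = medium-only wells without cells; nearly all actives have a fitted effect of over 30% in size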
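Cytotoxicity counterscreen: after 24 h compound treatment of genome-edited SNCA-luciferase HEK-293 cells, live-cell protease substrate GF-AFC read by fluorescence after 30 min; activity scaled between DMSO (0%) and medium-only (-100%), curves Hill-fitted.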
FLuc inh – blocks purified firefly luciferase enzyme activity. purified P. pyralis luciferase, luminescence, biochemical. AID 1347043. hit rate 2.5% among 76,000. Potency, µM (doses to about 115 µM), inactives show at the highest dose activity change, negative = inhibition, usual class: inhibitors. P08659; also: potency is read from the fitted curve at half-maximal effect; nearly all actives have a fitted effect of over 65% in size
Target sequence (P08659 whole entry, looked up): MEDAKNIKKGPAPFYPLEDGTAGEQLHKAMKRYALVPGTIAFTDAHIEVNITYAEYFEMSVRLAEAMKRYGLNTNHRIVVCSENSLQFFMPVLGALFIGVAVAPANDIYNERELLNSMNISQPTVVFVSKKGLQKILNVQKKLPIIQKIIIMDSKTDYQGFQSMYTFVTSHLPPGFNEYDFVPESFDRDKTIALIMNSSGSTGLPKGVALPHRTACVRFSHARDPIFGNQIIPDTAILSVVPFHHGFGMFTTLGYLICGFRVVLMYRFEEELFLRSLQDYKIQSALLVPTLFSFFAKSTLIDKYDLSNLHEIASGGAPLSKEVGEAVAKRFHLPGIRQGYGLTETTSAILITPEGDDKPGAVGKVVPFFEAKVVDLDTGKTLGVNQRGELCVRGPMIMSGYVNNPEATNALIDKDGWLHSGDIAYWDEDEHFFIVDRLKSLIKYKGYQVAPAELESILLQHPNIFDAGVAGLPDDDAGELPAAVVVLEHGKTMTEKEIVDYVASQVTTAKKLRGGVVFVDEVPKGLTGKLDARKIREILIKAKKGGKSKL
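Luminescence read by CCD imager after adding enzyme (10nM final) to wells holding compound, titrated in qHTS. Substrates 10uM each D-luciferin and ATP; buffer 50mM Tris acetate pH 7.5, 10mM Mg acetate, Tween-20, BSA.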
HEK cytotox – HEK 293 cell cytotoxicity. HEK 293 viability, ATP luminescence (CellTiter-Glo), 48-72 h. Potency, µM (titrated, usually from 115 µM), inactives show top-dose activity change, negative = cytotoxicity, hits mostly inhibitors. hit rate 6.6% among 94,000; also: potency is read from the fitted curve at half-maximal effect; nearly all actives have a fitted effect of over 60% in size
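Luminescence from cellular ATP, measured with CellTiter-Glo, indicates HEK 293 viability. Cells plated at 250 cells/well are treated with compound for 48 or 72 hr at 37 degree Celsius before reagent addition.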
Numbers without * were called inactive; i = inactive; ? = inconclusive; / = no result given; & = joins results of further samples; [ ] = dose if it differs, or a comment. Unless noted, calls follow the shape of the dose curve; as a rule, active = well fitted curve in the direction sought with a large enough effect; inconclusive = small, poorly fitted or top-dose-only effect, or another doubt; inactive = no such curve, though single readings can be large; an effect the other way counts as inactive or inconclusive. Unless noted, % is scaled to controls: 0 for no effect and ±100 for the full control effect.

SMILES	NIH3T3 tox	SNCA expr inhib	IP6K1 inhibitor	GPT2 inh	HEK293 viab	FLuc inh	HEK cytotox
COc1ccc2[nH]c3c(c2c1)CCNC31CCN(S(=O)(=O)c2c(C)noc2C)CC1	-23%	32%[activator]	-5	5%	-9%[12.5 µM]	10%	?
COC(=O)[C@@H]1Cc2ncn(C)c2CN1S(=O)(=O)c1ccc(F)cc1	?	10%[87.6 µM]	8	2%[88.5 µM]	7%[87.6 µM]	0%[172 µM]	-2%[172 µM]
COCC(=O)N1CCC(C2CCN(C(=O)c3ccncc3)CC2)C1 (configuration not stated)	i	18%	22	-1%	-3%	5%	1%
CCCN(CC1CCOC1)C(=O)Nc1cccc(CC)c1 (configuration not stated)	-22%	-14%	11	i	-3%	-17%	-2%
N#Cc1cccc(NC(=O)N[C@H]2[C@H](O)[C@@H](N3CCC(Cc4ccccc4)CC3)[C@@H]3OC[C@H]2O3)c1	?	-10%	0	i	3%	-11%	?
O=C(Cn1c(=O)oc2cc(S(=O)(=O)N3CCCCC3)ccc21)NCc1ccc(F)cc1	/	-17%	10	/	-27%	/	/
Cc1cc2nc(CO[C@H]3CN(Cc4ccc(C(=O)O)cc4)C[C@H]3F)[nH]c2cc1C	-1%[174 µM]	9%[87.6 µM]	-3	2%[88.5 µM]	2%[87.6 µM]	22µM*	-8%[172 µM]
O=C(c1cc2ccc3cccnc3c2[nH]1)N1CCCCC1	/	?	-17	/	-2%	/	/
COC[C@H]1C[C@@H](N(C)C)[C@H](O)[C@@H]1O	i	18%[87.6 µM]	-25*	i	4%[87.6 µM]	11%[299 µM]	i
COc1ccc(-c2cc(C(=O)NCCc3ccccc3)c3cc(C(C)C)ccc3n2)cc1	/	72%[activator]	-16	/	-20%	/	/
Cc1cc(C)cc(NC(=O)CN2C(=O)CSc3ccc(S(=O)(=O)N4CCCC4)cc32)c1	/	4%	7	/	-17%	/	/
O=C(c1cn(C/C=C/c2ccccc2)nn1)N1CCN(c2cccc(Cl)c2)CC1	?	-2%	16	-2%	-2%	7%	-8%
CCC(=O)Nc1cnc(-c2ccc(C)cc2)nc1	2%	38%[activator]	-2	4%	10%	3.2µM*	11%
COc1ccccc1CCC(=O)N1CCC2(CC1)NC(=O)N(c1cccc(F)c1)N2	?	6%	9	?	-3%	14%	?
COc1ccc(CCC(=O)NC2CCc3nn(C)c(=O)n3CC2)cc1OC (configuration not stated)	-3%	46%[activator]	-11	i	3%	-11%	i
COc1ccc(CN2C[C@H]3CN(Cc4ccc(C(F)(F)F)cc4)CCN3C2=O)cc1	?	-20%[87.6 µM]	-4	-12%[88.5 µM]	-2%[87.6 µM]	-2%[172 µM]	?
c1cnn(CC2CN(Cc3cc4n(n3)CCNC4)CCCO2)c1 (configuration not stated)	i	-3%	28	i	0%	-5%	i
Cn1cc(CNC(=O)C[C@@H]2C[C@H]3O[C@H](CNC4Cc5ccccc5C4)[C@@H](O)[C@H]3O2)cn1	i	5%[87.6 µM]	3	i	3%[87.6 µM]	-2%[172 µM]	2%[172 µM]
CCN(Cc1ccccc1)C(=O)Cn1c(=O)cc(C)c2c(C)nn(-c3cccc(F)c3)c21	/	28%	-7	/	2%	/	/
CC(=O)c1cc2c(cc1N/C(=N/S(=O)(=O)c1ccc(C)cc1)c1ccc(F)cc1)OCO2	/	-18%	-8	/	-5%	/	/
O=C1NCc2ccccc2CC12CCCN2Cc1ccc(Br)cc1 (configuration not stated)	?	-15%	-14	i	-7%	/	?
COc1ccccc1C(=O)N1CC(=O)N(Cc2cccs2)CC(O)C1 (configuration not stated)	-22%	/	8	/	/	/	?
Cc1c(Cl)cccc1S(=O)(=O)Nc1nc(NCCc2ccccc2)nc2c1CN(Cc1ccccc1)CC2	/	/	3	-7%	-13%	/	/
Cc1noc(C)c1CN[C@@H]1CCC[C@@H](C(=O)N2CCN(C)CC2)CC(=O)N(C)C1	-17%[138 µM]	-2%[87.6 µM]	4	-7%[88.5 µM]	0%[87.6 µM]	-17%[172 µM]	-14%[172 µM]
CCC(Sc1nc2ccncc2[nH]1)C(=O)Nc1cc(C)ccc1C (configuration not stated)	/	-19%	-15	/	-2%	/	/
CCn1cc(CN(C)Cc2ccccc2)ccc1=O	?	9%	2	0%	-3%	1%	?
Cc1nn(S(=O)(=O)c2ccccc2)c(C)c1S(=O)(=O)N1CCC(C)CC1	/	-11%	2	/	4%	/	/
CCOCC(=O)N[C@@H]1c2ccccc2C2(CCNCC2)[C@H]1OC	-2%	-18%	6	0%	-7%	8%	i
CCCN(C(=O)c1noc2c1COc1ccc(C)cc1-2)c1ccc(Cl)c(Cl)c1	/	24%	-7	/	-4%	/	/
Cc1cn2nc(C(=O)N3CCCC3)cc2c(N2CCSCC2)n1	-15%	13%	-8	i	10%	-7%	-35%
Cc1cc(C)c(NC(=O)Nc2ccc3snnc3c2)c(C)c1	/	-3%	6	/	6%	/	/
O=C(Nc1ccccc1Br)N1CCN2CCCCC2C1 (configuration not stated)	/	5%	5	/	0%	/	/
CC(C)c1cc(C(=O)N[C@@H]2COCC[C@@H]2OCc2ccccn2)nc(N)n1	-1%	-9%	14	0%	-7%	3%	-4%
COCCC(=O)N1CCC2(CC1)CC(Cc1nc(-c3ccncc3)no1)CCO2 (configuration not stated)	-28%	-1%	-14	0%	?	-9%	?
CCOCC(=O)N1C[C@@H]2CCCN3CCC[C@@H]([C@H]23)[C@H]1CCCC(=O)NCC1CC1	1%	5%	0	i	5%	-5%	-7%
COc1ccccc1OCCNC(=O)C1CC(=O)N(c2n[nH]c3ccccc23)C1 (configuration not stated)	i	-5%	1	-17%	-1%	10%	20%
C[S+](=O)([O-])N1CCN(C(=O)c2nc3cccnc3n(C3CC3)c2=O)CC1	-10%	-19%	2	i	-6%	/	?
O=C(Cc1ccc(F)cc1)N1CCC2(CCC(=O)N(CC3CC3)CC2)CC1	?	?	-13	i	7%	-4%	?
CC(C)(C)c1ccc(C(=O)Nc2ccc(C(O)[C@H]3COCC(=O)N3Cc3ccccn3)cc2)cc1 (some centres not stated)	?	3%	-2	1%	-29%	16µM*	?
CCOc1cc(S(=O)(=O)NCCc2c(C)[nH]c3ccc(C)cc23)ccc1F	/	-15%	4	/	-17%	/	/
CC(C)Oc1ccc(CNC(=O)C2=Cc3ccccc3OC2)cc1	/	49%[activator]	-5	/	2%	/	/
COc1cc2c(cc1OC)C(CNC(=O)c1cccs1)N(C(=O)Nc1ccccc1F)CC2 (configuration not stated)	?	-7%	-14	1%	-24%	0%	?
CC(=O)NC[C@H]1O[C@@H](CC(=O)NC(C)C)[C@H](O)[C@@H]1O	-6%[230 µM]	-12%[87.6 µM]	12	-11%[88.5 µM]	4%[87.6 µM]	-2%[230 µM]	-2%[230 µM]
CCOc1c(Cl)cc(Cl)cc1CNCCSc1nnnn1C	/	-4%	-5	/	14%	/	/
COc1ccc(OC)c(S(=O)(=O)NCCc2sc(C)nc2C)c1	/	9%	-3	/	-2%	/	/
CN1C(CCl)Nc2cc(Cl)c(S(N)(=O)=O)cc2S1(=O)=O (configuration not stated)	/	10%[25.6 µM]	13&3	-4%	2%	/	/
Cc1ccccc1Cn1c(Oc2ccccc2F)nc2c1c(=O)n(C)c(=O)n2C	/	-1%	27	/	9%	/	/
CCCC1=Nc2cc(C(=O)NCC(C)c3ccccc3)ccc2Sc2ccccc21 (configuration not stated)	/	?	-14	/	-16%	/	/
O=C(c1ccc(Br)o1)N1CCC2(CC1)CC(O)CCO2 (configuration not stated)	0%	24%	0	i	8%	4%	i
O=C1[C@H]2CN(Cc3cc(Cl)ccc3F)C[C@H]2C(=O)N1CCN1CCc2ccccc2C1	?	14%	-5	i	3%	9%	?
Cc1ccc(C)c(S(=O)(=O)N(C)CC2CCOC2)c1 (configuration not stated)	-15%	3%	20	5%	7%	-8%	-11%
COc1ccc(C2CC(=O)N(CC(=O)Nc3cc(C)ccc3C)c3ccccc3S2)cc1 (configuration not stated)	/	?	-21	/	5%	/	/
O=C(c1ccncc1)N1CCN(Cc2ccccc2-c2ccccc2F)CC1	?	18%	0	i	3%[12.5 µM]	/	?
O=C1CCN(C(=O)c2cccnc2)CCCC(C(=O)N2CCN(c3ccc(F)cc3)CC2)CCN1 (configuration not stated)	-3%	-9%	-5	i	1%	2%	i
CC(C)(C)CC(=O)N1C[C@@H](CO)[C@@H]2Oc3ccc(Cl)cc3[C@@H]21	?	/	-3	/	/	/	?
O=C(c1cc(-c2ccccc2)n[nH]1)N1CCc2c(nc3cc[nH]n3c2=O)C1	-13%	1%	9	-4%	11%	-28%	0%
O=C(Cn1ccn2nc(-c3ccccc3)c(CO)c2c1=O)NCc1ccc(F)cc1F	-5%	-3%	25	4%	6%	-11%	-14%

Full records, quoted from the list. Values in the order: NIH3T3 tox	SNCA expr inhib	IP6K1 inhibitor	GPT2 inh	HEK293 viab	FLuc inh	HEK cytotox
Listed for Cc1ccc(C)c(S(=O)(=O)N(C)CC2CCOC2)c1 (configuration not stated) : -15%	3%	20	5%	7%	-8%	-11%
Listed for O=C(c1ccc(Br)o1)N1CCC2(CC1)CC(O)CCO2 (configuration not stated) : 0%	24%	0	i	8%	4%	i

Rewritten field by field: 4 of the compounds above
canonical_smiles: O=C(Cn1ccn2nc(-c3ccccc3)c(CO)c2c1=O)NCc1ccc(F)cc1F
  NIH3T3 tox = -5%
  SNCA expr inhib = -3%
  IP6K1 inhibitor = 25
  GPT2 inh = 4%
  HEK293 viab = 6%
  FLuc inh = -11%
  HEK cytotox = -14%

canonical_smiles: COc1ccc(C2CC(=O)N(CC(=O)Nc3cc(C)ccc3C)c3ccccc3S2)cc1 (configuration not stated)
  NIH3T3 tox = /
  SNCA expr inhib = ?
  IP6K1 inhibitor = -21
  GPT2 inh = /
  HEK293 viab = 5%
  FLuc inh = /
  HEK cytotox = /

canonical_smiles: Cc1ccc(C)c(S(=O)(=O)N(C)CC2CCOC2)c1 (configuration not stated)
  NIH3T3 tox = -15%
  SNCA expr inhib = 3%
  IP6K1 inhibitor = 20
  GPT2 inh = 5%
  HEK293 viab = 7%
  FLuc inh = -8%
  HEK cytotox = -11%

canonical_smiles: CC(C)(C)CC(=O)N1C[C@@H](CO)[C@@H]2Oc3ccc(Cl)cc3[C@@H]21
  NIH3T3 tox = ?
  SNCA expr inhib = /
  IP6K1 inhibitor = -3
  GPT2 inh = /
  HEK293 viab = /
  FLuc inh = /
  HEK cytotox = ?
